FLuc modulator: inhibits or activates purified firefly luciferase, miR-21 counter-screen; purified FLuc, Km substrates, luminescence inhibition; 360,000 tested, 6.9% active; Potency, µM (titrated, usually from 57.5 µM), inactives show top-dose activity change, negative = inhibition, actives largely listed as inhibitors; P08659;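 note: plate controls were vehicle for no effect and reference inhibitor for full effect; nearly all actives have a fitted effect of over 55% in size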
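Biochemical qHTS of compounds, final roughly 60 µM downward over six points, against 10 nM purified firefly luciferase using Km concentrations of substrates (10 uM D-luciferin, 10 uM ATP) in Tris acetate pH 7.5 buffer; luminescence output.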
BRCA1 expr up: activators of BRCA1 expression; MCF7-BRCA1-FFLuc reporter, luminescence, 48 h; response scale: scaled: vehicle 0%, 10 µM genistein 100%; Potency, µM (titrated, usually from 46.1 µM), for inactives: top-dose activation, usual class: activators; 380,000 tested, 1.1% active; AID 624202; note: nearly all actives have a fitted effect of over 80% in size; some results filed as inactive show a strong effect at the top dose
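MCF7-BRCA1-FFLuc cells, 2000/well in phenol-red-free MEM, attached 2 h then treated 48 h at 37 C. Luciferase luminescence read 15 min after reagent; normalized to genistein maximum activation (10microM) and DMSO, concentration-response fitted.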
Rab9 promoter act: activators of Rab9 promoter; Potency, µM (titrated, usually from 9.22 µM), without a hit: at the highest dose activation, negative = inhibition, actives largely listed as activators; AID 485297; Huh7 Rab9 promoter-luciferase reporter, luminescence, 24 h; 320,000 tested, 2.8% active; note: % of control where 0% means no effect; nearly all actives have a fitted effect of over 60% in size
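Steps: seed 1500 Huh7 Rab9-luc cells per well, rest 2 h at 37 °C; add compound in DMSO; incubate 24 h; add luciferase reagent, 10 min ambient; read luminescence.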
uPA surface inh: blocks generation of uPA at the cell surface; 330,000 tested, 0.31% active; Potency, µM (doses to about 38.3 µM), for inactives: at the top dose activity change, negative = inhibition, usual class: inhibitors; AID 540303; cell surface uPA generation assay, qHTS; active = well fitted inhibition curve with a large enough effect; inconclusive = small, poorly fitted or top-dose-only effect; inactive = no such curve, though single readings can be large or run the other way; tested in mouse RAW 264.7 cells; note: % is set by controls: 0 for no effect and ±100 for the full control effect; nearly all actives have a fitted effect of over 55% in size
RORg inh: inhibitors of mouse ROR gamma transcriptional activity; Drosophila S2 Gal4-RORgamma UAS-luciferase reporter, 20 h; Potency, µM (top dose mostly 53.6 µM), for the others: at the top dose activity change, negative = inhibition, most hits filed as inhibitors; 310,000 tested, 5.4% active; AID 2551; note: % is set by controls: 0 for no effect and ±100 for the full control effect; nearly all actives have a fitted effect of over 60% in size
Target sequence (P51450 whole entry, looked up, the tested form may be a part): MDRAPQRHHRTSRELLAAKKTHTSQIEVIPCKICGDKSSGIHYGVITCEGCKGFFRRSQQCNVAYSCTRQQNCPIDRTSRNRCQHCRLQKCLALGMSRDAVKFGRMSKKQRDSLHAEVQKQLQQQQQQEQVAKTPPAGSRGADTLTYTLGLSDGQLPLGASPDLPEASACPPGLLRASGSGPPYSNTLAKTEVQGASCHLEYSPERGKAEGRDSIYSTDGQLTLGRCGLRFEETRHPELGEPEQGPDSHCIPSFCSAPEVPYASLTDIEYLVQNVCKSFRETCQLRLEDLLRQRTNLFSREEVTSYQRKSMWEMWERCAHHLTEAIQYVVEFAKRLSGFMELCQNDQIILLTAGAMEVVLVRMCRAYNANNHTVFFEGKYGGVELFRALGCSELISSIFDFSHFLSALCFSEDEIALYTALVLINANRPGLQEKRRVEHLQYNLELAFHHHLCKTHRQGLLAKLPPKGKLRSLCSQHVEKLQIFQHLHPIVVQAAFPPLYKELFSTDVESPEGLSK
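Drosophila Schneider cells stably carrying a metallothionein-driven Gal4 DBD–ROR gamma fusion and a UAS-Photinus luciferase reporter were exposed to compound for 1 hr, then induced with copper sulfate (700 uM final) for 20 hr at ambient temperature before luminescence reading.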
VP16 counter: counter-screen for ROR gamma inhibitors: Gal4-VP16 reporter; Drosophila S2 Gal4-VP16 UAS-luciferase, luminescence, 20 h; Potency, µM (doses to about 53.6 µM), for the others: at the top dose activity, negative = inhibition, hits mostly inhibitors; 310,000 tested, 3.5% active; AID 2546;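 note: Gal4-VP16 expression switched on by copper sulfate through the metallothionein promoter; % is set by controls: 0 for no effect and ±100 for the full control effect; nearly all actives have a fitted effect of over 50% in size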
ELG1 genotoxic: genotoxicity induction in ELG1-luciferase HEK293T cells; Potency, µM (titrated, usually from 46 µM), for inactives: top-dose activity change, positive = activation, actives largely listed as activators; HEK293T ELG1-luciferase reporter, luminescence, 16 h; 330,000 tested, 1.3% active; note: % of control where 0% means no effect; nearly all actives have a fitted effect of over 60% in size
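After overnight (16 hr) compound treatment at 37 °C, ELG1-luciferase HEK293T cells were lysed with ONE-Glo; luminescence quantified 30 min later at room temperature.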
MBNL1 CUG block: blocks human MBNL1 binding to CUG repeat RNA | Q9NR56 | TR-FRET MBNL1-His/biotin-(CUG)12 binding, 665/545 ratio | Potency, µM (top dose mostly 57.5 µM), without a hit: at the top dose activity change, negative = inhibition, most hits filed as inhibitors | 280,000 tested, 0.036% active | AID 2675; active = well fitted inhibition curve with a large enough effect in the signal ratio, with a control signal flat, not every such curve was filed as active; inconclusive = small, poorly fitted or top-dose-only effect, or effect the other way, or a change in a side signal; inactive = no such curve, though single readings can be large or run the other way; the % refers to the signal ratio; note: % is set by controls: 0 for no effect and ±100 for the full control effect
Target sequence (Q9NR56 whole entry, looked up): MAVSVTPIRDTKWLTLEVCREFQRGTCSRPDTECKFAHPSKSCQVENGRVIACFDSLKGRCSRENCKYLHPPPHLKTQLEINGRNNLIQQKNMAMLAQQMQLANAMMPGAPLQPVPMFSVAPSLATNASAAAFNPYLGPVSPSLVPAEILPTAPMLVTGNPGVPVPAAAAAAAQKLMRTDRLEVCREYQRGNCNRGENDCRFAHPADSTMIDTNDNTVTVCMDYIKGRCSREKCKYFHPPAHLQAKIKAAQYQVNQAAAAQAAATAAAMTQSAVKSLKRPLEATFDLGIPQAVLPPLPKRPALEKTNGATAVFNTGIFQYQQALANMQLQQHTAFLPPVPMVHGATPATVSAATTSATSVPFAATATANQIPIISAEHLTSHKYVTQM
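Compounds (final 92 nM to 58 uM) are added to His-tagged MBNL1 and biotin-(CUG)12, then terbium anti-His antibody and streptavidin-XL665 (5 nM final). After 60 min at room temperature, the 665/545 nm ratio is read.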
p53 reactivator: mutant p53 re-activation in reporter cells; Potency, µM (highest dose often 92.2 µM), for the others: at the highest dose activity change, positive = activation, usual class: activators; 320,000 tested, 0.063% active; H1299 p53-A138V BP100-luciferase reporter, luminescence, 24 h; note: % of control where 0% means no effect; nearly all actives have a fitted effect of over 45% in size
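H1299 (p53-null), stable ts p53-A138V + BP100-Luc; 1000 cells/well, Opti-MEM/10% FBS; cpd 4 pt, 1:5; 24 h, 37 deg C, 5% CO2; detection reagent 10 min RT; luminescence.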
NPC1 promoter act: NPC1 promoter activation. Potency, µM (titrated, usually from 9.22 µM), for inactives: top-dose activation, usual class: activators. 320,000 tested, 2.4% active. Huh7 NPC1 promoter luciferase reporter, 24 h. AID 485313;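 note: % of control where 0% means no effect; nearly all actives have a fitted effect of over 60% in size; reporter is driven by a mutant NPC1 promoter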
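Luciferase expression driven by the NPC1 promoter was measured in stably transfected Huh7 cells after a 24 h compound incubation, using a luciferase reagent and a luminescence read.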
* hit, by the source's call; u = inconclusive; x = not tested or not shown. Unless noted, calls come from the whole dose curve; as a rule, active = well fitted curve in the direction sought with a large enough effect; inconclusive = small, poorly fitted or top-dose-only effect, or another doubt; inactive = no such curve, though single readings can be large; an effect the other way counts as inactive or inconclusive. Potency is the fitted concentration of half-maximal effect. Hits appear at their usual frequency; any-hit rate near 13%.

Every second line gives: FLuc modulator | BRCA1 expr up | Rab9 promoter act | uPA surface inh | RORg inh | VP16 counter | ELG1 genotoxic | MBNL1 CUG block | p53 reactivator | NPC1 promoter act
- COc1ccccc1CNC(=O)CN1C(=O)NC2(CCCc3ccccc32)C1=O (stereo unspecified)
 : 0% | 4% | 1% | 8% | x | x | 0% | x | -1% | -4%
- O=S(=O)(Nc1nc2ccccc2nc1NCC1CCCO1)c1cccc(Cl)c1 (stereo unspecified)
 : 0% | -38% | 0% | 1% | u | 6% | -4% | 1% | -5% | -1%
- CSC(=S)N/N=C/c1c[nH]c2ccccc12
 : u | -39% | -4% | 3% | 0.4µM* | 0.89µM* | 7% | 23% | -1% | -15%
- O=C(NCC(=O)N1CCN(S(=O)(=O)c2ccccc2C(F)(F)F)CC1)c1sc2ccccc2c1Cl
 : 4% | -20% | 0% | 3% | x | x | 0% | x | -3% | -13%
- O=C(Nc1ccc2ccccc2c1)c1cc(F)c(F)cc1Cl
 : 3.4µM* | u | u | -1% | u | -1% | u | -6% | -5% | 2µM*
- Cc1nn(C(CC(=O)O)C(=O)O)c(C)c1Br (stereo unspecified)
 : -1% | 4% | 11% | 6% | 17% | 0% | -3% | -6% | 3% | 0%
- CC1CC(=O)C2=C(C1)Nc1ccccc1N=C2 (stereo unspecified)
 : 5% | 14% | 18% | x | -14% | 11% | -3% | 15% | -1% | 1%
- Cc1ccc(CNC(=O)CN(C)C2=NS(=O)(=O)c3ccccc32)cc1
 : -2% | -2% | 0% | -13% | x | x | -2% | x | 6% | -3%
- Cc1nonc1OCCN1CCN(c2ccc([N+](=O)[O-])cc2)CC1
 : 0% | -4% | -3% | -1% | 25% | 2% | -3% | x | -6% | -6%
- COc1cccc(C(=O)NCC(=O)n2nc(C)cc2C)c1
 : u | -11% | 1% | -1% | 28% | -2% | -3% | -1% | -1% | -3%
- O=C(N/N=C/c1ccc(N2CCOCC2)cc1)c1cccs1
 : 8.5µM* | 113% | u | -3% | u | -9% | u | u | -4% | 2.8µM*
- Cc1ccc(Oc2nn[nH]n2)cc1
 : -14% | -7% | 2% | 8% | -5% | -3% | 0% | -8% | 6% | -6%
- COc1ccc([C@H]2CC(=O)C=C(c3ccc4ncccc4c3)C2)cc1
 : -14% | -30% | -4% | u | x | x | -5% | x | 2% | -17%
- CCOc1ccc(C2NC(=O)c3ccccc3O2)cc1OCC (stereo unspecified)
 : 8% | 0% | 0% | -6% | 35% | 1% | 6% | -6% | x | 1%
- CC(=O)c1cc2c(s1)-c1cc(F)ccc1OC2
 : -17% | -26% | 0% | 2% | -19% | 9% | 4% | u | 3% | -8%
- O=S(=O)(Nc1cnc2ccccc2c1)N1CCCCCC1
 : -12% | -6% | x | -1% | u | -7% | x | 2% | x | x
- COc1ccc(C(=O)OCC(=O)NC(=O)NCc2ccccc2)cc1[N+](=O)[O-]
 : 8% | -3% | 0% | 2% | x | x | 4% | x | 1% | -1%
- NNC(=O)c1ccc(Cn2cc(Br)cn2)o1
 : u | 0% | -4% | 2% | 13% | 5% | 1% | -3% | 3% | -4%
- Cc1cccc(-c2nnc(SCC(=O)O)n2Cc2ccccc2)c1
 : 0% | 14% | -1% | -1% | 5% | 5% | 2% | -4% | 1% | 0%
- CC(C)(C)NC(=O)C(c1ccccc1F)N(Cc1ccco1)C(=O)c1csnn1 (stereo unspecified)
 : -2% | -3% | -3% | -9% | -18% | 4% | 2% | -7% | -2% | 0%
- COC(=O)c1ccccc1S(=O)(=O)Oc1ccc(-c2ccc(C(=O)O)cc2)cc1
 : -14% | -6% | 6% | 3% | 13% | 20% | 3% | -1% | 1% | 11%
- CC[C@]12c3[nH]c4cc(CCC(=O)N(C)C)ccc4c3CCN1C(=O)[C@@H](CC(=O)NC(C)(C)C)C[C@@H]2C(=O)N1CCN(C(=O)c2ccco2)CC1
 : x | -13% | x | 19% | x | x | u | x | 20% | x
- C=CCSc1nnc(NC(=O)CSc2nc(CCC)cc(=O)[nH]2)s1
 : -37% | -38% | -12% | -1% | 22% | -2% | -15% | -8% | -7% | -2%
- O=[N+]([O-])c1cc(C(F)(F)F)cc([N+](=O)[O-])c1Sc1n[nH]c(C(F)(F)F)n1
 : -8% | -45% | -1% | 2% | u | u | 0% | x | -6% | -5%
- CCc1ccc(NC(=O)Nc2cnccn2)cc1
 : 11µM* | u | 3.5µM* | u | u | u | u | -11% | u | u
- Cc1ccc2nc(-c3ccccn3)oc2c1
 : 1.9µM* | u | 0.63µM* | -10% | 10µM* | u | u | -6% | 4% | 1.6µM*
- O=C(CSc1ccccn1)Nc1ccc(N2CCOCC2)cc1
 : -15% | 21% | 5% | 0% | 12% | 5% | -1% | -5% | 0% | -1%
- OC(COCc1ccc2c(c1)OCO2)CN1CCCCC1 (stereo unspecified)
 : -2% | -4% | 9% | -2% | 3% | -1% | -8% | -22% | 5% | 2%
- O=C(c1ccccc1-c1ccccc1)N1CCCCC1
 : 0% | -18% | 0% | 3% | 17% | 20% | -4% | -1% | -1% | -9%
- Cc1ccc(-c2nc3ccccc3[nH]2)cc1NC(=S)NC(=O)c1ccccc1Br
 : 5.4µM* | -19% | 2% | 4% | -17% | -21% | 0% | -4% | 2% | -4%
- CC1CCN(S(=O)(=O)c2ccc(Cl)s2)CC1
 : x | 5% | x | -10% | x | x | 1% | x | -5% | x
- O=C(Cc1ccc(S(=O)(=O)N2CCCCC2)s1)Nc1ccc(F)c(F)c1
 : 1% | -81% | -7% | -1% | u | -3% | -8% | -16% | -4% | 1%
- Cc1ccccc1NC(=S)N(Cc1ccco1)C(C)c1ccccn1 (stereo unspecified)
 : -3% | -8% | -5% | -2% | 13µM* | u | -4% | 7% | -2% | 1%
- O=C(NCc1ccc(Cl)cc1)C1CCN(c2cnccn2)CC1
 : -1% | -1% | -5% | 14% | 16% | -9% | -1% | -5% | -2% | 0%
- COc1ccc(CN(CC(O)COCc2ccccc2)S(=O)(=O)c2ccccc2Br)cc1 (stereo unspecified)
 : x | -23% | x | u | x | x | -3% | x | 3% | x
- O=C(Nc1nc(-c2ccncc2)cs1)C1c2ccccc2Oc2ccccc21
 : -1% | -50% | -6% | 7% | 2% | u | 1% | 6% | 6% | 0%
- COc1cc(Cl)ccc1OCc1cc(C(=O)N2CCN(c3ccccn3)CC2)no1
 : u | 2% | 4% | 5% | 19% | 5% | -9% | -8% | -8% | 2%
- CCCc1cc(=O)oc2c(C)c(OC(C)C(=O)NCC(O)c3ccccc3)ccc12 (stereo unspecified)
 : 1% | 2% | -7% | 3% | 5% | 1% | -3% | 0% | -3% | 1%
- O=C(NCCc1cccc(Cl)c1)c1cccc(-n2cnnn2)c1
 : 2% | 38% | 0% | -10% | x | x | 1% | x | 5% | 0%
- CN1CCCC(n2nc(Cc3ccc(Cl)cc3)c3ccccc3c2=O)CC1 (stereo unspecified)
 : x | -30% | x | u | -3% | 11% | x | x | x | x
- COC(=O)c1cnn(-c2ccc(F)cc2F)c1/C=N/NC(N)=S
 : 1% | -36% | -5% | 13% | -83% | -22% | -7% | u | 0% | 2%
- O=[N+]([O-])c1ccc(N2CCN(c3ccc(Cl)nn3)CC2)c(Cl)c1
 : -1% | -4% | 0% | -2% | 3% | -1% | 12% | 21% | -8% | 2%
- Cc1nn(-c2ccc(F)cc2)c(Cl)c1C(=O)OC(C)C(=O)N(C)C1CCCCC1 (stereo unspecified)
 : 7% | -27% | -5% | 6% | x | x | -1% | x | -3% | -5%
- CC(C)(C)Cc1nnc(NC(=O)c2cc(-c3ccccc3)nc3ccccc23)s1
 : u | -31% | 2% | 9% | -23% | 13µM* | -9% | -1% | 0% | 6%
- COc1ccccc1C(=O)Nc1cccc(N(C)S(C)(=O)=O)c1
 : u | 14% | 9% | 3% | 1% | -13% | -1% | -6% | 7% | -4%
- O=C(COC(=O)c1cc(Cl)ccc1O)NCC1CCCO1 (stereo unspecified)
 : 1% | 7% | 2% | 2% | x | x | -3% | x | 1% | 0%
- O=C(COc1ccc(F)cc1)Nc1ccc(-n2cnnn2)cc1
 : 5% | -14% | 1% | 1% | 19% | 9% | 2% | 5% | -4% | -5%
- O=C(CSc1nc(Nc2ccccc2)nc(N2CCOCC2)n1)N1CCc2ccccc21
 : 1% | -52% | -2% | 12% | 30% | -21% | -5% | 1% | -3% | -5%
- COc1ccc(C2C3=C(CC(C)(C)CC3=O)N(CC(=O)O)C3=C2C(=O)CC(C)(C)C3)cc1OC
 : -1% | 18% | 3% | -2% | -15% | -7% | 1% | 15% | x | 1%
- CCC(c1nnc(SCC(=O)N2CCOCC2)n1C1CCCCC1)N(C)C (stereo unspecified)
 : 0% | 3% | 2% | 3% | -12% | -4% | 1% | x | 6% | -3%
- C=CCN(c1ccccc1)S(=O)(=O)c1cccc(C(=O)O)c1
 : 4% | -14% | 1% | 1% | -11% | 10% | 2% | 18% | -3% | -2%
- O=C(CC1C(=O)NCCN1Cc1cccc(C(F)(F)F)c1)NC1CCCCCC1 (stereo unspecified)
 : 1% | -16% | -5% | u | 11% | -3% | -1% | -2% | 6% | -4%
- c1cc2[nH]snc2c2nc(C3CC3)nc12
 : u | 33% | 14% | x | 10% | 4% | -10% | u | 7% | 16%
- NS(=O)(=O)c1ccc(N/N=C/c2ccncc2)cc1
 : 1% | -45% | 0% | 3% | 2% | 8% | -2% | u | 0% | 0%

Assay outcomes (PubChem)
